Source: PubChem (several laboratories)
HSF1 activator: increases HSF-1 driven luciferase reporter signal; NIH3T3-HGL HSF-1 luciferase reporter, MG132, 8 h; 100% = twice DMSO control signal; AID 504408; 300,000 compounds, 1.7% hits; activation, % at 9 µM;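 active means mean replicate activation of at least 50% with a set share of replicates each reaching 50%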;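 further: 0% = median of the neutral control wells and 100% = twice that signal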
KLF5 inhibitor: kruppel-like factor 5 inhibition; DLD-1 KLF5 promoter-luciferase reporter, luminescence; inhibition, % at 5 µM; 290,000 compounds, 0.23% hits; AID 1700;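 active means inhibition above a per-plate limit of that plate's mean compound inhibition plus 3 SD, cut at about 60% in these data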;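 further: 0% = DMSO wells and 100% = LY294002 at 200 µM; higher means less KLF5 promoter-driven luciferase light; inactives centre near -14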
HSF1 inhib: HSF1 inhibition | activity change, negative = inhibition, % at 7.5 µM (by protocol) | AID 2098 | NIH3T3-HGL HSE-luciferase, MG132-induced, luminescence 8 h; stronger effect = lower value | 300,000 compounds, 0.77% hits;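 active means more than half of replicate wells show activity change below -50%, luminescence cut by over half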;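 further: luciferase reports HSF-1 transcriptional activity via heat shock element; 0% = median of DMSO wells and -100% = zero luminescence signal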
Dyrk1A ADPGlo: inhibitors of rat Dyrk1A kinase | Q63470 | ADP-Glo luminescence, NFATc1 peptide | inhibition, % at 12.5 µM | 310,000 compounds, 0.43% hits | AID 504441; in the data active means inhibition above about 50%;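 further: plate controls were vehicle with enzyme for no effect and no enzyme for full effect; many of its hits are not listed in these tables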
GSK3beta inhib: blocks human GSK3beta kinase activity. P49841. GST-GSK3beta kinase, ADP-Glo luminescence, 60 min; stronger effect = lower value. activity score (negative = inhibition), % at 10 µM. 300,000 compounds, 0.038% hits. AID 2097;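 active means more than half of replicate wells score below -50%, meaning over 50% inhibition versus plate controls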;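 further: 0% = median DMSO wells and -100% = median GW8510 positive control wells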
Target sequence (P49841 whole entry, looked up): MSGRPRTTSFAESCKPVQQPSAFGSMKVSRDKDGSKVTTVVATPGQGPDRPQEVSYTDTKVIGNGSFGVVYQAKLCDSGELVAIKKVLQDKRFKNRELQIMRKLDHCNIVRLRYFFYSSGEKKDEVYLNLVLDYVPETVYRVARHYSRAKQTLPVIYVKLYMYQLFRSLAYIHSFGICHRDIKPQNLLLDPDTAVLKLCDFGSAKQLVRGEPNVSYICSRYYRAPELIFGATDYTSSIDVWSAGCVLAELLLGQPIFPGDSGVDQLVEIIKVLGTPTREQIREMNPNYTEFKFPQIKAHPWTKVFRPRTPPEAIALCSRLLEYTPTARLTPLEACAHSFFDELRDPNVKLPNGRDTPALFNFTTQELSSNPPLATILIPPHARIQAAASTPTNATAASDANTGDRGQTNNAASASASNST
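test system = GST-tagged human GSK3beta kinase, cell-free | reagent = 25 µM ATP with peptide substrate | dosing = one dose of 10 µM per compound | schedule = 60 min reaction, RT | detection = luminescent ADP-Glo measurement of ADP formed | control set = DMSO neutral wells and GW8510 at 20 µM as positive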
aSyn UTR inh: MLPCN primary screen, SNCA 5' untranslated region | alpha-synuclein 5'UTR reporter, inhibitor activity | inhibition, % (tested at 7.5 µM) | 300,000 compounds, 0.82% hits | AID 1813; in the data active means inhibition above about 60%;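 further: H4 neuroglioblastoma cells stably carrying SNCA 5'UTR luciferase fusion; 0% = DMSO wells and 100% = positive control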
GSK3A inh: inhibitors of human GSK-3 alpha kinase; P49840; ADP-Glo luminescence, 60 min; inhibition, % at 10 µM; 320,000 compounds, 0.1% hits; AID 2650;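 in the data active means inhibition above about 50%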;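 further: GST-tagged GSK-3 alpha with peptide substrate and 25 µM ATP; 0% = DMSO neutral wells and 100% = GW8510 positive control wells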
Target sequence (P49840 whole entry, looked up): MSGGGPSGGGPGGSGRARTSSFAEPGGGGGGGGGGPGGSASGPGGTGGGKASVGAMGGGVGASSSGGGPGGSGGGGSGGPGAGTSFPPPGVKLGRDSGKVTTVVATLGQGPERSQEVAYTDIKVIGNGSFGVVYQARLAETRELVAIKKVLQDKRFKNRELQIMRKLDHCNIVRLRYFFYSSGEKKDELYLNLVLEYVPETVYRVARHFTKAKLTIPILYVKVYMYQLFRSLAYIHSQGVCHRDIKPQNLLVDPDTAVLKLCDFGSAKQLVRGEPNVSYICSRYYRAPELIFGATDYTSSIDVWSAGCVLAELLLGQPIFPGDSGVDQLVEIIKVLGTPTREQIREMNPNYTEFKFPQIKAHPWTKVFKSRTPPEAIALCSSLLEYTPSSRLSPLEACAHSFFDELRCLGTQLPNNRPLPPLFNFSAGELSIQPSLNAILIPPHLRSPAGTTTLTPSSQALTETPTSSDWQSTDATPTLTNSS
IEC-6 cytotox: IEC-6 cytotoxicity, counter-screen for KLF5 inhibitors. luminescence viability. AID 1825. 290,000 compounds, 0.78% hits. inhibition, % at 5 µM; in the data active means inhibition above about 22%;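 further: 0% = plate median of test compound wells and 100% = cytotoxic reference compound wells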
Platelet DG rel: modulates dense granule release in human platelets. human platelet-rich plasma, SFLLRN dense granule ATP release, luminescence. inhibition, %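 (compounds screened at 7.5 µM in platelet-rich plasma)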. 300,000 compounds, 0.22% hits. AID 1663;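 active means mean replicate score, as percent of positive control, at or above 50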
HSP90 refold inh: blocks HSP90-mediated luciferase refolding in reticulocyte lysate | Rabbit reticulocyte lysate, luciferase refolding luminescence, 3 h | inhibition, % at 5.6 µM | 290,000 compounds, 0.91% hits | AID 1789;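 active means inhibition above the screen-wide mean plus 3 SD, computed separately per campaign, cut at about 16% in these data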;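 further: 0% = DMSO wells and 100% = 60 µM geldanamycin wells; inhibitors lower the luminescence because luciferase stays unfolded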
Active calls of the source: *; · = no result given. Some of the compounds tested; rates above refer to the full screens.

Values run as follows: HSF1 activator	KLF5 inhibitor	HSF1 inhib	Dyrk1A ADPGlo	GSK3beta inhib	aSyn UTR inh	GSK3A inh	IEC-6 cytotox	Platelet DG rel	HSP90 refold inh
CC1CCCC(C)N1S(=O)(=O)c1ccc(S(=O)(=O)N2CCOCC2)cc1 (stereo unspecified)
 : 5	-1	-3	11	3	-8	-1	3	1	-8
COc1cccc(-c2nnc(-c3ccc(C)o3)o2)c1
 : 63*	-128	28	5	4	53	-2	-1	8	8
Cc1c(N2C(=O)SC(CC(=O)O)C2=O)c(=O)n(-c2ccccc2)n1C (stereo unspecified)
 : ·	-7	·	-2	·	·	5	-4	·	5
CC(C)C(NC(=O)CCN1C(=O)c2ccccc2C1=O)c1ccccc1 (stereo unspecified)
 : -19	-4	1	1	0	4	3	-10	-3	-2
COc1cc2ccccc2cc1C(=O)Nc1ccc(C)cn1
 : 49	-166	35	1	1	-87	1	7	-2	-3
C/C(=N\OC(=O)NC(C)C)c1sc(-c2ccccc2)nc1C
 : 43	-101	18	5	4	-141	-2	-2	15	-2
Fc1ccc(-c2nnc(CSc3nnc(-c4ccc5c(c4)OCO5)o3)o2)cc1
 : 14	-26	0	0	4	-11	1	-2	4	3
Nc1nnc(CC(=O)Nc2ccccc2)s1
 : 24	-36	-6	-3	-10	0	-2	-6	-8	4
CCn1c(SCC(=O)NCC2CCCO2)nc2c(c1=O)SC(C)C2 (stereo unspecified)
 : 32	8	17	12	-1	-15	-1	7	-30	3
O=C(COc1ccc(Cl)cc1Br)N1CCN(c2ccccc2)CC1
 : 7	0	8	11	2	11	-1	-4	0	-3
CCOC(=O)c1cccc(NC2c3ccccc3C(=O)N2Cc2ccco2)c1 (stereo unspecified)
 : 15	-6	7	6	0	-24	0	4	-11	-2
COc1ccc(S(=O)(=O)NCc2ccccn2)cc1NC(=O)c1ccc(C)cc1
 : 11	·	-2	3	3	-54	-1	·	2	·
O=C(O)c1ccccc1SCc1cn2cc(Cl)ccc2n1
 : -23	-9	1	-45	1	-8	-2	0	0	-2
O=C(NNc1ccc(Cl)cc1)c1cccs1
 : 2	14	-1	·	3	12	-3	8	12	-1
CC(OC(=O)CCCN=C1NS(=O)(=O)c2ccccc21)C(=O)c1ccccc1 (stereo unspecified)
 : -18	·	3	-3	-2	10	0	·	-11	·
Cc1cc(C)cc(NC(=O)c2cc(C)n(Cc3cccs3)c2C)c1
 : 14	-119	6	1	2	-117	-8	-5	4	3
CCCc1nn(C)c(C(=O)Nc2cccc3ccccc23)c1Cl
 : 32	1	1	-8	1	-28	0	9	2	-1
COc1cc(NC(=O)CSc2ncnc3sc4c(c23)CCCC4)c(C(=O)O)cc1OC
 : 6	-9	0	0	2	10	-6	-1	1	-3
Cc1ccnc(NC(c2ccccc2O)c2oc(CO)cc(=O)c2O)c1 (stereo unspecified)
 : 2	2	1	-3	0	-1	-4	-8	-3	1
Cc1cc(NC(=O)C(C)SCC(=O)Nc2nnc(CC(C)C)s2)no1 (stereo unspecified)
 : -7	·	-5	·	-1	-6	1	·	-8	·
Cn1c(N)c(C(=O)N/N=C/c2ccccc2)sc1=S
 : 12	0	4	·	-13	21	5	2	-6	7
Clc1ccc(-c2csc(NNC3=NCCCCC3)n2)cc1
 : -8	-26	-3	4	2	-14	-1	1	-2	1
COc1ccc(-n2c3c(c(=O)[nH]c2=O)C(C(F)(F)F)(C(F)(F)F)N=C(CC(C)C)N3)cc1
 : -10	-4	-5	9	-9	20	-1	0	4	4
O=C(c1ccc(C(F)(F)F)cc1)C1CCCN(C(=O)Cn2cncn2)C1 (stereo unspecified)
 : 0	-11	4	-5	3	3	-1	2	1	1
COc1ccc(OC)c2c1cc(C(=O)N[C@H](C(=O)N1CCC(C(=O)O)CC1)C(C)C)n2C
 : 3	-15	-1	7	6	4	-2	-3	2	3
CCOP(=O)(OCC)/C(=N/OC(=O)c1cccc([N+](=O)[O-])c1)C(N)=O
 : 5	-9	1	2	7	-5	-2	-2	-1	-2
Cc1cc2ccccc2c(=O)n1CC(=O)N1CCN(c2cccc(Cl)c2)CC1
 : 4	-39	-4	0	-1	24	-7	-8	0	1
COC(=O)c1ccccc1NC(=O)COC(=O)c1ccco1
 : -2	-29	1	0	-2	-4	-2	-5	0	2
CCOc1ccccc1C(=O)N[C@H](C(=O)Nc1ccc(OC)c(S(=O)(=O)N2CCOCC2)c1)C(C)C
 : ·	-10	·	1	0	·	-1	-2	·	-2
O=C(Nc1ccccc1)c1oc2ccccc2c1NC(=O)C1CC1
 : 14	-15	-4	-3	1	-48	-1	-4	-26	-4
COc1ccc(-c2csc3ncn(-c4ccccc4)c(=O)c23)cc1OC
 : -9	-23	7	1	1	8	5	1	1	-2
CCOc1ccc(C(=O)Nc2nnc(S(=O)(=O)N3CCCCC3)s2)cc1
 : -3	-7	-4	3	2	11	-2	3	-3	-6
O=C(Cc1ccccc1)NC(NC(=S)Nc1cc(Cl)ccc1Cl)C(Cl)(Cl)Cl (stereo unspecified)
 : 9	-10	-10	-1	4	-21	-2	-4	1	-1
COc1ccc(NC(=O)CS(=O)(=O)c2cn(CC(=O)N(C(C)C)C(C)C)c3ccccc23)c(OC)c1
 : -8	-25	-8	·	1	-2	-1	0	21	-2
Cc1c(NC(=O)CN2C(=O)c3ccccc3S2(=O)=O)c(=O)n(-c2ccccc2)n1C
 : ·	-11	·	-7	4	·	1	-6	·	-1
Cc1[nH]c2c(C)cccc2c1CN1CCC(CO)(Cc2ccccc2)CC1
 : -9	-6	-5	16	4	15	2	8	7	9
O=C(Cc1c(F)cccc1Cl)OCN1C(=O)c2ccccc2C1=O
 : 0	-25	5	2	2	3	5	-5	0	-6
CCn1nnnc1NC(=O)c1cc(Cl)c(OC)c(Cl)c1
 : ·	-17	·	4	0	·	-3	6	·	1
O=C(Oc1cccc(-c2cnc3ccccc3n2)c1)c1ccco1
 : 35	-60	28	8	-2	-30	-1	-6	-1	2
O=c1c2ccccc2c(C=NCc2ccccn2)c(O)n1-c1ccccc1
 : 25	-6	7	-3	2	14	-1	-6	-2	2
COc1ccc(-c2nnc(NC(=O)c3cc(Cl)ccc3Cl)o2)cc1
 : 11	-27	0	0	0	-36	-2	-8	-3	-2
COC(=O)c1ccc(N/C(C)=C/C(=O)c2ccc(C)o2)cc1
 : -35	-5	-28	4	-3	-13	0	3	3	0
CCCC(=O)Nc1ccc(C(=O)N2CCCC2)cc1
 : 6	-21	-4	3	2	4	0	-1	5	-4
CCOc1ccc(OCCC(=O)NNC(=O)c2cc(OC)c(OC)c(OC)c2)cc1
 : -5	·	-9	1	0	-2	4	·	-6	·
CCCCCCCC(=O)NC(Nc1ccccc1OC)C(Cl)(Cl)Cl (stereo unspecified)
 : 3	-42	11	0	2	10	5	-6	-11	-2
COC(=O)NCC(C)OC(=O)Nc1cccc(Cl)c1 (stereo unspecified)
 : 6	-13	-2	5	0	-29	0	0	2	0
CCN(CC)c1ccc(NC(=O)CCS(=O)(=O)c2ccc(Br)cc2)c(C)c1
 : -11	-1	2	-5	1	-13	-3	-9	·	-3
COc1ccc(C(=O)O)cc1N1C(=O)Nc2ccccc2N1O
 : 8	-11	9	11	2	-20	-1	2	-4	-1
CCN(Cc1ccncc1)C(=O)CCc1nnc(CCC2CCCCC2)o1
 : -14	-58	0	3	-3	-15	-2	-5	-3	3
CCc1ccccc1NC(=O)Nn1cnnc1
 : -3	10	1	2	0	5	1	0	-5	2
Cc1cc(C)c(NC(=O)C(C)OC(=O)c2cc(Br)c(Br)s2)c(C)c1 (stereo unspecified)
 : -3	-31	-2	4	-4	19	-1	0	5	-3
CCOc1ccccc1CN1CCN(CCCc2ccccc2)CC1CCO (stereo unspecified)
 : -4	-10	-2	3	2	-1	-5	-8	-1	-2
C=CCn1c(SCC(=O)NCc2ccco2)nc2sc(C)c(C)c2c1=O
 : 1	-12	10	-1	2	7	2	-2	-5	3
O=C(CN1CCN(c2ccccc2)CC1)Nc1nnc(-c2ccccc2)s1
 : 8	-26	3	-2	-1	2	-2	1	-2	0
COc1cccc(NC(=O)CN(C)C(=O)CCCc2nc3ccccc3s2)c1
 : -4	·	-1	9	6	-6	-3	·	-10	·
CSc1ncc(C(=O)Nc2ccccc2F)c(-c2ccccc2)n1
 : -7	-9	2	0	-1	3	-1	6	0	1
Cc1ccc(C(=O)N/N=C\c2cccc(OC(=O)c3cccc(F)c3)c2)cn1
 : 0	-11	-3	-3	-1	-54	0	1	-42	-4
COCc1cc(N2CCOCC2)nc(-c2ccccc2)n1
 : 4	-22	-9	1	2	30	-1	1	4	-2
CC(C)c1ccc(N(C(=O)c2ccco2)C(C(=O)NC2CCCC2)c2cccnc2)cc1 (stereo unspecified)
 : 18	-14	12	-3	-4	-26	-1	-2	2	-1
COc1ccc(CC(=O)NCc2nnc(SCc3ccc(C)cc3)n2C)cc1
 : 11	-32	5	2	1	2	-2	-2	-2	-6

(list continues)
Values run as follows: HSF1 activator	KLF5 inhibitor	HSF1 inhib	Dyrk1A ADPGlo	GSK3beta inhib	aSyn UTR inh	GSK3A inh	IEC-6 cytotox	Platelet DG rel	HSP90 refold inh
Cc1ccc2nc(CSc3nnc(Nc4ccccc4C)s3)cc(=O)n2c1
 : 22	11	7	0	-1	-3	-2	3	-2	-2
Cc1cccc(N(C)S(=O)(=O)c2ccc(-c3cnc(C4CC4)o3)cc2)c1
 : -28	56	-18	·	-1	97*	-1	91*	-9	-2
O=C(O)c1c2c(nc3ccccc13)/C(=C/c1ccc(O)cc1)CCC2
 : -14	-3	-14	-6	3	-20	0	-3	4	3
COc1ccc(OC)c(C(c2nnnn2C2CCCC2)N2CCN(c3ccccc3)CC2)c1 (stereo unspecified)
 : ·	-18	·	7	-2	·	-2	3	·	5
Fc1ccc(OCCCCCn2ccnc2)cc1
 : 24	-7	6	4	-3	2	0	2	-1	11
CCNC(=O)n1nccc1C(C)Oc1ccc(Cl)cc1 (stereo unspecified)
 : 14	-52	7	0	-2	-19	-2	-1	-9	0
C/C(=N\NC(=O)c1cccc(F)c1)c1ccc(NC(=O)Cc2ccccc2)cc1
 : ·	-107	·	4	-3	·	·	11	·	-3
COc1ccc(S(=O)(=O)N2CCCC2)cc1OC
 : 9	-2	0	10	-1	15	-1	-5	-2	1
Cc1occc1C(=O)NNC(=S)Nc1cccc([N+](=O)[O-])c1
 : 3	-40	3	38	-2	-53	·	-3	5	-3
CCC(C)Sc1nc2ccccc2c(=O)[nH]1 (stereo unspecified)
 : 2	-20	4	20	-4	23	3	3	10	0
O=C(CSc1cccc[n+]1[O-])Nc1cc2c(cc1Cl)C(=O)c1ccccc1C2=O
 : 42	-69	23	11	-3	-39	0	8	12	3
Cc1ccc(NC(=S)N2CCOCC2)c(C)c1
 : 7	-12	-6	-1	1	-1	2	-3	2	0
Cc1cc(=O)oc2c3c(cc(OCC(=O)N[C@@H](CC(C)C)C(=O)O)c12)OC(C)(C)CC3
 : -17	-18	-3	-2	-5	7	-3	1	-3	1
COc1ccc(CN(C)S(=O)(=O)c2nnc(NC(=O)c3ccccc3OC)s2)cc1OC
 : 26	11	9	-1	3	24	0	5	-11	5
